# NR2E3 ag-1 – inhibitors of NR2E3-RetCOR corepressor binding, primary screen, NR2E3 agonist project, biochemical, TR-FRET, GST-NR2E3, biotin-RetCOR. 320,000 compounds, 0.12% hits. AID 2300, 2010. 1536-well. inhibition of corepressor binding, % at 4.78 µM;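 active = percent inhibition above the cutoff of mean plus 3 SD of all tested compounds, set per screening campaign, cut at about 20% in these data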;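 note: 0% = DMSO wells and 100% = biotin wells as full block of FRET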
# Target sequence (Q9Y5X4 whole entry, looked up): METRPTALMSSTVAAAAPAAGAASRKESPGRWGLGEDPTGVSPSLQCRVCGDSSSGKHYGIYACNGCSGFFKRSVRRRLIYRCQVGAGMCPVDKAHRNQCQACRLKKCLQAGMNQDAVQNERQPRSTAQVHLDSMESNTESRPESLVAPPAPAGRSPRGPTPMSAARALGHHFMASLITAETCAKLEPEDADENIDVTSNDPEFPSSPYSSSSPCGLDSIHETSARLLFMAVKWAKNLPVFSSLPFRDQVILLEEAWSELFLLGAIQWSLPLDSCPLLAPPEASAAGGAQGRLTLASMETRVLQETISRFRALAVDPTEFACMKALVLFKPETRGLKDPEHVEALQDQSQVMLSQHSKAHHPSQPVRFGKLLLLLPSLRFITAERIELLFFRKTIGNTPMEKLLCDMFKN
#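 System: GST-tagged NR2E3 plus biotinylated RetCOR corepressor; Amount: 1.35 nM GST-tagged NR2E3 final; Dosing: single nominal compound dose of 4.8 µM; Schedule: 5 h incubation at 4 °C; Technique: TR-FRET with europium anti-GST and streptavidin-D2, 340 nm excitation; Controls: biotin wells as high control, 0.6% DMSO wells as low control.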
# Peg3 prom inh – Peg3 promoter-driven luciferase inhibitors, primary screen, cell-based, HeLa, luciferase luminescence; HeLa PEG-Prom luciferase reporter, overnight; inhibition, % at 20 µM; 360,000 compounds, 1.7% hits;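 active = inhibition of at least 50% at 20 µM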
# TRPM1 prom inh – inhibitors of MITF-dependent TRPM1 promoter reporter, primary screen, cell-based, SK-MEL-5, single point, luciferase; 330,000 compounds, 0.83% hits; inhibition, % at 12.5 µM; SK-MEL-5 TRPM1 promoter luciferase, 24 h;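 active = mean inhibition across replicates of 60% or more, whatever share of single replicates reaches that level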; note: values of inactives mirror those of a sister screen read the other way
# KKLEB tox – cytotoxicity in KKLEB CF airway cells, primary screen, cytotoxicity control for CF NF-kB inhibitor project, cell-based, uHTS, fluorescence assay plates; KKLEB CF airway cells viability, ATPlite luminescence, overnight; stronger effect = lower value; cells stimulated with P. aeruginosa culture filtrate; activity change (cytotoxicity), % at 5 µM; 360,000 compounds, 0.36% hits; AID 602141, 2011;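 active = corrected activity change at or below -50% at 5 µM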
# HIF-2a inh – HIF-2a reporter inhibitors, primary screen, luminescence, 786-0 RCC cells. 786-0 RCC cells HIF-2a reporter, luciferase luminescence, overnight. inhibition, % at 18.8 µM. 360,000 compounds, 0.72% hits;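 active = inhibition of the luminescence signal of 40% or more relative to plate controls, in a single-dose primary screen at 18.75 µM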
# EBV LMP1 NFkB – EBV LMP1-driven NF-kappaB luciferase reporter inhibitors, primary screen, cell-based, luminescence, single point; LMP1-induced NF-kappaB luciferase reporter cells; inhibition, % at 12.5 µM; 350,000 compounds, 0.69% hits; AID 504558, 2011; in the data active = inhibition above about 41%;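 note: 0% = neutral control wells and 100% = reference inhibitor control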
# C8 TRAIL sens – viability loss with TRAIL in NB7+C8 cells, primary screen, TRAIL sensitizer project, cell-based, ATPlite luminescence; inhibition (viability loss, TRAIL sensitization), % at 10 µM; 360,000 compounds, 1% hits; AID 624354, 2012;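 active = compounds causing at least 50% loss of cell viability in the single-dose screen, relative to plate controls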
# CF NFkB inh – inhibitors of PAF-induced NF-kB signaling, primary screen, cell-based, GFP fluorescence, uHTS; KKLEB NF-kB-GFP reporter, GFP fluorescence overnight; inhibition, % at 5 µM; 360,000 compounds, 0.86% hits; AID 588850, 2011;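 active = at least 50% inhibition at 5 µM, scaled per plate between neutral and stimulator controls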;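 note: PAF is a Pseudomonas aeruginosa culture filtrate used as stimulus; plate controls were PAF-stimulated DMSO wells for no effect and unstimulated DMSO wells for full effect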
# NR2E3 ag-2 – NR2E3 agonists in two-hybrid cells, primary screen, cell-based, luminescence, CHO-S, Gal4-NCOR/VP16-NR2E3 | AID 602229, 2012 | 360,000 compounds, 0.35% hits | luciferase | Photoreceptor-specific nuclear receptor (Homo sapiens), Q9Y5X4 | inhibition of corepressor binding, % at 3.98 µM;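 active = inhibition above the mean of all tested compounds plus 3 SD, cut at about 70% in these data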;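 note: 0% = DMSO with NR2E3 transfected cells and 100% = cells lacking NR2E3 construct; higher means lower luciferase signal from less NR2E3 corepressor binding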
# Shn3 3UTR inh – reduction of Shn3 3'UTR firefly luciferase signal, primary screen, Schnurri-3 inhibitor project, cell-based, Clone20 osteoblasts, set 2 | 360,000 compounds, 0.52% hits | Clone20 osteoblast Shn3 3'UTR firefly luciferase, 24 h | inhibition, % at 12.5 µM;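 active = mean inhibition of at least 75% with every replicate also reaching 75%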;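 note: 0% = median of neutral control wells and 100% = pilot-screen positive control compound; some compounds past the cut are filed as inactive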
# iPSC survival up – enhancers of single-cell hiPSC survival, primary screen, ATPlite luminescence | 100% = ROCK inhibitor wells, 0% = DMSO | survival enhancement, % at 20 µM | 360,000 compounds, 0.044% hits | AID 602274, 2012; in the data active = survival enhancement above about 18%;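 note: cells exposed to compounds for 16 hours before the ATP read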
# The depositor's hits bear a star; nt = not tested or not shown. Some of the compounds tested, so the mix of outcomes need not match the whole.
# The line under a structure holds: NR2E3 ag-1	Peg3 prom inh	TRPM1 prom inh	KKLEB tox	HIF-2a inh	EBV LMP1 NFkB	C8 TRAIL sens	CF NFkB inh	NR2E3 ag-2	Shn3 3UTR inh	iPSC survival up
- NS(=O)(=O)c1ccc(CCNC(=O)CSc2nc3ccsc3c(=O)n2CCCCCC(=O)O)cc1
 : 2	8	-5	-3	17	4	-3	11	-24	-8	0.2
- COc1ccccc1N1Cc2ccccc2C1
 : 0	6	4	-12	5	8	-11	15	-27	21	0.5
- Cc1ccc2[nH]c(=O)c(CN(Cc3cccnc3)Cc3nnnn3CCN3CCOCC3)cc2c1
 : 1	-4	6	2	-7	1	-3	4	-10	-8	2.0
- O=C(N/N=C/c1ccc(Br)cc1)c1ccc(NC(=O)c2ccccc2)cc1
 : nt	-7	0	-19	-7	1	-8	20	-44	1	-0.4
- Cc1ccc(-c2ccc(=O)n(CC(=O)N3CCN(c4cc(Cl)ccc4C)CC3)n2)cc1
 : -2	20	0	-3	1	0	-11	-20	-10	-3	0.1
- C#CCOCCOCCOCCNc1nc(N2CCN(C(=O)CCCCCCCCCCNC(=O)[C@H](CCCCN)n3cc(C)nn3)CC2)nc(N2CCN(C(=O)CCCCCCCCCCNC(=O)[C@@H]([C@H](C)CC)n3cc(CCCCCN)nn3)CC2)n1
 : 0	94*	105*	11	4	-2	97*	4	15	77	-1.4
- Cc1ccc(CSc2[nH]c(=O)ncc2C)cc1
 : -4	-10	-5	-19	-16	9	2	8	-9	-19	-0.8
- CCC(=O)Nc1ccc(N/C(N)=N/c2nc(C)cc(C)n2)cc1
 : 2	39	8	11	11	2	17	8	20	20	0.2
- Cc1nc(N)sc1-c1csc(NCc2ccccc2)n1
 : -2	-11	-8	7	5	-2	-13	-2	-12	9	-0.6
- CC(C)C(NS(=O)(=O)/C=C/c1ccccc1)C(=O)NCc1ccc(F)cc1 (configuration not stated)
 : 3	7	13	-3	2	-4	17	-9	-17	0	0.2
- O=C(COC(=O)c1ccccc1O)Nc1ccc2ccccc2c1
 : nt	-139	-2	2	-87	-14	0	-6	-20	14	1.6
- COC(=O)c1ccc(CSc2nc3ccccc3c(=O)n2-c2cccc(OC)c2)o1
 : 3	-2	-2	-3	1	1	-26	-7	-26	-4	0.7
- CCCCOC(=O)Cn1c(=O)c2c(nc(Br)n2Cc2ccccc2)n(C)c1=O
 : 2	10	6	-18	-2	-13	16	3	-17	8	-2.4
- CC(C(=O)O)n1c2ccccc2c2cn[nH]c(=O)c21 (configuration not stated)
 : 2	11	5	-2	17	0	4	-8	12	20	-0.6
- N#CC1=C(N)Oc2c(sc3ccccc23)C1c1ccco1 (configuration not stated)
 : 0	-47	34	3	-69	7	-13	-62	-54	-30	1.6
- CC1CSc2n(-c3cccc(C(F)(F)F)c3)cc(-c3ccccc3)[n+]21 (configuration not stated)
 : 1	4	18	13	10	2	9	-10	-24	38	0.2
- Cc1nnsc1C(=O)NNc1ccc(Cl)cc1
 : -4	-4	0	6	16	6	6	-17	-45	-2	0.4
- Cc1nonc1NC(=O)c1oc2ccccc2c1C
 : 5	-312	-50	6	-247	-12	-13	-25	-1	-41	0.2
- Cc1nn(C)c(C)c1C1C(C#N)=C(N)Oc2n[nH]c(C)c21 (configuration not stated)
 : -1	8	-16	7	16	4	-3	2	0	4	-1.2
- CC1Cc2ccccc2N1CC(=O)Nc1cc(S(=O)(=O)N2CCOCC2)ccc1Cl (configuration not stated)
 : nt	13	nt	6	13	-3	-10	10	-7	-15	1.8
- NS(=O)(=O)c1ccc(CCNC(=O)C2CCN(S(=O)(=O)c3cnc[nH]3)CC2)cc1
 : -1	8	-2	0	-8	-2	-4	-8	19	11	-0.8
- COc1ccc(/C=N/NC(=O)C[n+]2ccccc2)c(OC)c1OC
 : 1	4	5	-3	-3	-3	-13	12	-20	10	0.2
- CN1CCN(CCc2nc3cc(NC(=O)COc4ccc([N+](=O)[O-])cc4)ccc3n2C)CC1
 : 1	-56	8	6	8	1	-7	-8	0	-2	-0.2
- COc1ccc(-c2ccc(SCC(=O)NCc3ccco3)nn2)cc1OC
 : -5	-25	-14	2	-58	-23	2	5	-17	4	-2.8
- Cc1nc2cc(NC(=O)c3ccc(S(=O)(=O)N(C)c4ccccc4)cc3)ccc2o1
 : 2	-188	-15	6	-227	-21	27	2	-30	1	-0.5
- CC(=O)Nc1cc(C(=O)N2CCc3ccccc3C2)ccc1Sc1ccc(C)cc1
 : -1	0	4	-3	-1	-4	1	-25	9	-17	1.2
- O=C1C(c2ccccc2)C(c2ccccc2)NC(c2ccccc2)C1c1ccccc1 (configuration not stated)
 : 5	-1	5	-10	21	0	18	16	-12	16	-0.3
- COc1ccc(C(=O)Nc2ccccc2-c2nnn(CC(=O)NCc3ccco3)n2)cc1
 : -1	3	13	6	11	-1	6	6	-19	0	-0.3
- CCOC(=O)C/C(C)=N/NC(=O)CN(c1ccc(Br)cc1)S(=O)(=O)c1ccccc1
 : -1	0	0	5	12	-1	-2	2	-7	2	-2.0
- CCNC(=O)NC(=O)C(C)OC(=O)C1CCN(S(=O)(=O)c2ccc(C)c(C)c2)CC1 (configuration not stated)
 : 0	6	7	1	11	-4	-3	-6	-4	25	-0.4

# More records follow:
# The line under a structure holds: NR2E3 ag-1	Peg3 prom inh	TRPM1 prom inh	KKLEB tox	HIF-2a inh	EBV LMP1 NFkB	C8 TRAIL sens	CF NFkB inh	NR2E3 ag-2	Shn3 3UTR inh	iPSC survival up
- CC1(C(=O)NCc2ccccc2Br)CCN1C(=O)CCc1ccc(Cl)cc1Cl (configuration not stated)
 : nt	32	nt	-10	17	nt	-3	-10	18	10	2.5
- S=C(N/N=C/c1cccs1)NC1CC2CCC1C2 (configuration not stated)
 : 2	-91	-19	1	-125	-1	6	12	-90	3	-0.7
- Cc1cccc(COc2ccc(S(=O)(=O)N3CCOCC3)cc2[N+](=O)[O-])c1
 : nt	-5	5	-11	13	-9	14	25	-22	-3	-0.3
- C=CCOc1ccc(/C=C/C(=O)OCC(=O)Nc2c(C)n(C)n(-c3ccccc3)c2=O)cc1
 : -1	-22	-18	-10	1	-9	-3	15	-22	-13	-0.5
- O=C(c1cccc(C(=O)N2CCc3ccccc32)n1)N1CCc2ccccc21
 : 6	20	10	-4	6	-1	-6	-3	-12	11	-1.1
- Cc1ccc(S(=O)(=O)N2CCCC2C(=O)Nc2nccs2)cc1 (configuration not stated)
 : 1	14	3	1	18	-1	6	4	24	-71	-0.1
- O=C(CCCn1c(SCc2cccc([N+](=O)[O-])c2)nc2ccccc2c1=O)NCC1CCCO1 (configuration not stated)
 : 2	24	1	-1	15	-3	16	1	-19	0	-0.5
- CCN(CC(=O)NCc1ccc(Cl)cc1)C(=O)/C=C/c1ccccc1
 : 3	5	13	-13	12	-5	5	8	4	-3	0.2
- O=C(CSCC(=O)Nc1ccccc1)N/N=C/c1c(O)ccc2ccccc12
 : 0	52*	69*	-15	5	51*	2	27	-16	93*	-3.4
- CCOC(=O)c1c(=O)n(O)c2ccc(C)cc2[n+]1[O-]
 : 4	6	-3	-11	11	-2	-8	-16	-27	-11	14
- O=C(COC(=O)COc1ccc(Br)cc1)NCc1ccc2c(c1)OCO2
 : nt	0	-6	17	6	9	-6	-38	-21	-3	1.4
- COc1ccccc1NC(=O)Nc1nc(C(N)C2CCCCC2)cs1 (configuration not stated)
 : nt	82*	nt	-14	3	nt	23	7	12	-1	-1.8
- O=C(CCCc1c[nH]c2ccccc12)N1CCN(c2ccc(N3CCOCC3)nn2)CC1
 : -3	-5	nt	27	-8	-9	-4	-54	-3	-10	-2.0
- CCOc1ccc(S(=O)(=O)NC(=O)c2ccccc2)cc1
 : 1	7	12	5	13	-18	-20	-8	-28	-6	-0.3
- Cc1csc(NC(=O)CCC(=O)N(CC(=O)NC2CCCC2)Cc2ccco2)n1
 : 2	-1	6	-6	15	0	-3	3	1	-18	2.6
- O=C(O)COc1ccc2nsnc2c1Cl
 : -13	-2	-8	-7	15	-2	-18	2	-4	-23	-0.1
- Clc1ccc(C2=NN=C3COc4ccccc4N3C2)cc1
 : 6	-8	7	8	-34	4	-4	-15	-44	7	-2.9
- CCOC(=O)C1=C(C)NC2=C(C(=O)c3ccccc32)C1c1cccc2ccccc12 (configuration not stated)
 : 3	33	15	-7	26	8	11	30	-11	26	1.0
- COc1cccc(CNC(=O)CCCC(=O)NC(C)CCc2ccccc2)c1 (configuration not stated)
 : 6	36	9	7	7	2	6	12	-1	49	0.9
- O=C(CCNC(=O)N1CC(=O)Nc2ccccc21)Nc1ccc(F)c(Cl)c1
 : 0	-15	4	11	9	-3	7	-15	-10	-26	-0.1
- O=C(O)CCCNC(=O)c1cncc(Br)c1
 : 0	7	0	-2	6	-10	-13	-2	-10	-3	-3.3
- COc1ccccc1N1CCN(C(=O)C(NS(=O)(=O)c2cccs2)c2ccccc2)CC1 (configuration not stated)
 : 3	-3	13	-4	12	-10	5	-11	-7	5	-0.8
- Cc1noc(NS(=O)(=O)c2ccc(NC(=O)CCN3C(=O)c4ccccc4C3=O)cc2)c1C
 : -1	9	4	4	7	-10	1	2	-23	-2	-1.0
- O=C(CS(=O)(=O)c1ccc(F)cc1)Nc1nccs1
 : 4	-2	-9	-3	4	6	-11	-16	7	5	-0.5
- O=C(CCc1nc2ccccc2c(=O)[nH]1)OCCOc1ccc(Cl)cc1
 : -1	-8	10	4	3	10	-2	15	6	5	-0.2
- COc1ccc(NC(=O)NC2CCCCC2C)cc1 (configuration not stated)
 : 1	-29	-9	-23	-36	-7	-1	8	2	2	-3.4
- S=c1[nH]nc(COc2ccccc2)n1/N=C/c1cccs1
 : -1	8	1	-2	28	-1	-8	-6	8	-14	-0.9
- C=CCN(c1ccc(C(=O)Nc2ccc3c(c2)n(C)c(=O)n3C)cc1)S(C)(=O)=O
 : -2	-5	12	0	-4	80*	-14	-39	-20	22	-0.5
- O=C(Cn1nc(-c2ccco2)ccc1=O)Nc1ccc(Cl)c(Cl)c1
 : 1	5	-1	4	6	0	-3	0	-28	13	1.2

# Whole records from above. Values in the order: NR2E3 ag-1, Peg3 prom inh, TRPM1 prom inh, KKLEB tox, HIF-2a inh, EBV LMP1 NFkB, C8 TRAIL sens, CF NFkB inh, NR2E3 ag-2, Shn3 3UTR inh, iPSC survival up
# Record of O=C(c1cccc(C(=O)N2CCc3ccccc32)n1)N1CCc2ccccc21 : 6, 20, 10, -4, 6, -1, -6, -3, -12, 11, -1.1
# Record of COc1cccc(CNC(=O)CCCC(=O)NC(C)CCc2ccccc2)c1 (configuration not stated) : 6, 36, 9, 7, 7, 2, 6, 12, -1, 49, 0.9
